Compound activity as filed in PubChem.
GPR35 arrestin U2OS – GPR35 antagonists blocking zaprinast-driven arrestin recruitment, primary screen, imaging, U2OS, beta-arrestin-GFP, zaprinast agonist (AID 2058); U2OS GPR35 beta-arrestin-GFP translocation imaging, zaprinast antagonism; higher % means a stronger effect; inhibition, % at 10 µM, or IC50 in µM where a hit was titrated; 0.052% of 290,000 active;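 active = inhibition of at least 50% with at least 30 cells and total cytoplasm GFP at most 10,000,000; inconclusive = under 30 cells or total GFP of 10,000,000 plus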
NS5 inhibitors – Dengue-2 NS5 methyltransferase inhibitors, primary screen, biochemical, confirmation dose response (AID 588689); Dengue-2 NS5 methyltransferase capping enzyme assay, biochemical; higher % means a stronger effect; inhibition, % at 25 µM; hits with a dose series show IC50 in µM; 0.3% of 340,000 active; in the data active = a potency from the dose series; inconclusive = inhibition above about 29% without an active follow-up result
RSV CPE inhibition – inhibition of RSV-induced cytopathic effect – HEp-2 cells, primary 10 µM value included (AID 2391) | CPE inhibition, % at 10 µM; hits with a dose series show IC50 in µM | HEp-2 cells, RSV-induced CPE inhibition; higher % means a stronger effect | 0.13% of 310,000 active; in the data active = a potency from the dose series; inconclusive = CPE inhibition mostly from about 23% at the one dose, without a potency; inactive = the rest, 99 in 100 with CPE inhibition below about 21%; also: strong numbers were not always called active
MgcRacGAP inhibition – MgcRacGAP GTPase-activating activity inhibitors, confirmation, biochemical, ADP Hunter fluorescence. MgcRacGAP-stimulated Rac1 GTP hydrolysis, ADP Hunter fluorescence; higher % means a stronger effect; GST-tagged Rac1 F28L mutant substrate. 0.6% of 340,000 active. AID 624330. inhibition, % at 30 µM, or IC50 in µM where a hit was titrated;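 active = first-screen hits whose inhibition reached a set limit at any dose in the follow-up dose series; inconclusive = inhibition above the set first-screen limit but never retested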;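 also: fluorescence reports GDP produced by GAP-driven GTP hydrolysis; strong numbers were not always called active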
GPR55 LPI antagonism – GPR55 antagonists blocking LPI-driven arrestin recruitment, primary screen, imaging, U2OS, beta-arrestin-GFP, LPI agonist (AID 2013); U2OS GPR55 beta-arrestin-GFP translocation imaging, LPI antagonism; higher % means a stronger effect; 0.13% of 290,000 active; inhibition, % at 10 µM; hits with a dose series show IC50 in µM;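 active = spots per cell inhibited over 60%, with over 100 cells counted and total cytoplasm intensity under 500,000; inconclusive = wells with under 100 cells, flagged as likely toxic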;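 also: U2OS cells stably carrying GPR55 and arrestin-GFP stimulated by 5 µM LPI near EC80; imaged beta-arrestin-GFP aggregate spots per cell after agonist stimulation; plate controls were LPI-stimulated DMSO wells for no effect and DMSO wells without LPI for full effect; some results filed as inactive read as strong as hits; confirmed hits need IC50 under 10 µM and bright autofluorescent wells are also inconclusive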
UTI89 phage lysis – protection from phage-mediated lysis, alamar blue read-out – E. coli UTI89, K1F phage, bacterial capsule biogenesis inhibitors (AID 488966) | 0.02% of 340,000 active | one-dose inhibition, % at 100 µM; IC50 in µM for titrated hits | E. coli UTI89 K1F phage lysis, alamar blue, 2 h; higher % means a stronger effect;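 active = phage lysis inhibition, versus mean bacterial control, above a set limit; inconclusive = no clear call, values can overlap the other calls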;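 also: capsule biogenesis inhibitors block K1F phage lysis so surviving cells raise fluorescence; higher fluorescence means more inhibition of phage lysis; actives were called in the ten point dose series up to 300 µM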
SV40 large T antigen – SV40 large T antigen inhibitors, biochemical (AID 1903) | SV40 large T antigen ATPase/helicase inhibition assay; higher % means a stronger effect | one-dose inhibition, % at 20 µM; IC50 in µM for titrated hits | 0.39% of 310,000 active; in the data active = a potency from the dose series; inconclusive = inhibition mostly from about 32% at the one dose, without a potency; inactive = the rest, 99 in 100 with inhibition below about 32%; also: strong numbers were not always called active
PhoP inhibition – PhoP-dependent GFP reporter repression – Salmonella Typhimurium, primary screen (AID 1863); S. Typhimurium PhoP-regulated promoter GFP reporter, 4 h; higher % means a stronger effect; inhibition, % at 50 µM, or IC50 in µM where a hit was titrated; 0.16% of 300,000 active;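 active = inhibition over 29.93%, a cutoff 3 SD above the screen mean, later confirmed by dose response; inconclusive = inhibition over 29.93% but no dose response follow-up; inactive = inhibition at most 29.93% or unconfirmed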;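 also: 0% = low Mg2+ inducing control and 100% = high Mg2+ repressing control; strong numbers were not always called active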
HIV fusion peptide – inhibitors of HIV fusion peptide binding, primary screen, biochemical, uHTS, fluorescence dequenching (AID 1986) | one-dose inhibition, % at 20 µM; IC50 in µM for titrated hits | 0.3% of 290,000 active | cell-free peptide binding, fluorescence dequenching, 30 min; higher % means a stronger effect; in the data active = inhibition mostly above about 52%, no sharp cut-off; inactive = mostly below about 76%; also: some results filed as inactive read as strong as hits
NS5 inhibitors pilot replicate – also measured in NS5 inhibitors; calls as there; inhibition, %; measured here: pilot screen replicate inhibition
The depositor's hits bear a star; ? = inconclusive; . = no result given; [ ] = remark or other dose.

Start of the data: the first two compounds, ahead of the listing:
SMILES	GPR35 arrestin U2OS	NS5 inhibitors	RSV CPE inhibition	MgcRacGAP inhibition	GPR55 LPI antagonism	UTI89 phage lysis	SV40 large T antigen	PhoP inhibition	HIV fusion peptide	others
CSCCC(NC(=O)c1ccco1)C(=O)NCC(c1ccccc1)N(C)C (configuration not stated)	.	-3%	0.8%	9%	.	1.0%[50 µM]	.	.	.
Cc1ccc(CNC(=O)C2CCC(=O)N2Cc2ccccc2Cl)cc1 (configuration not stated)	21%	-5%	0.4%	3%	-6%	0.1%	3%	14%	0.3%

The whole of this part, previewed entries included:
SMILES	GPR35 arrestin U2OS	NS5 inhibitors	RSV CPE inhibition	MgcRacGAP inhibition	GPR55 LPI antagonism	UTI89 phage lysis	SV40 large T antigen	PhoP inhibition	HIV fusion peptide	others
CSCCC(NC(=O)c1ccco1)C(=O)NCC(c1ccccc1)N(C)C (configuration not stated)	.	-3%	0.8%	9%	.	1.0%[50 µM]	.	.	.
Cc1ccc(CNC(=O)C2CCC(=O)N2Cc2ccccc2Cl)cc1 (configuration not stated)	21%	-5%	0.4%	3%	-6%	0.1%	3%	14%	0.3%
CCCSC1=C(C#N)C(c2ccc(OC)cc2)C2=C(CC(C)(C)CC2=O)N1 (configuration not stated)	12%	-5%	6.1%	4%	3%	1.3%	9%	7%	-2.7%
O=C(COc1cccc(C(F)(F)F)c1)Nc1cccnc1	-2%	1%	3.8%	9%	-1%	1.0%[50 µM]	16%	-1%	1.9%
Cc1ccc(NC(=O)COC(=O)c2ccc(S(=O)(=O)N3CCCCC3)cc2)cc1	.	6%	0.5%	4%	.	0.3%[50 µM]	.	.	.
CCCCCCC(=O)Nc1ccc(Br)cn1	-2%	-3%	-0.9%	10%	-1%	0.2%	12%	0%	0.0%
CC(=O)c1cccc(NC(=O)c2ccc(OC3CSC3)cc2)c1	-8%	-5%	0.4%	9%	-5%	0.2%	5%	-1%	-0.2%
C#CCOCCOCCOCCNc1nc(N2CCN(C(=O)Cn3cc(CCCCN)nn3)CC2)nc(N2CCN(C(=O)[C@H](CCCCN)n3cc(CCC(=O)O)nn3)CC2)n1	.	-8%	0.5%	7%	.	1.2%	-3%	.	.
COCCCNC(=O)CC(C)c1ccccc1 (configuration not stated)	8%	-4%	1.1%	7%	3%	3.3%	2%	5%	1.6%
CCOC(=O)CCNCC1COc2ccccc2O1 (configuration not stated)	0%	-9%	1.9%	0%	8%	0.3%[50 µM]	-6%	12%	-2.6%
Cc1cc(C(=O)CSc2nnc(-c3ccc(Cl)cc3)n2CC2CCCO2)c(C)n1C (configuration not stated)	0%	6%	2.3%	4%	10%	0.5%	11%	8%	2.2%
O=C(CN1C(=O)C2C3C=CC(C3)C2C1=O)Nc1nncs1 (configuration not stated)	0%	-2%	0.1%	3%	-7%	0.5%	2%	2%	-0.7%
CCOC(=O)c1cn(-c2ccc([N+](=O)[O-])cc2)c2cc(Cl)c([N+](=O)[O-])cc2c1=O	-5%	-5%	0.2%	0%	0%	1.1%[50 µM]	24%	-7%	-0.9%
COc1ccc(CN(CC(=O)NC2CCCC2)C(=O)CN2C(=O)COc3ccccc32)cc1	-2%	-8%	1.1%	4%	-2%	0.0%	9%	-4%	0.4%
COc1ccc(CCNC(=O)CCCCC(=O)NCCc2ccc(OC)cc2)cc1	11%	-6%	0.5%	2%	-20%	1.0%	10%	-2%	2.6%
O=S(=O)(NN=C1CCCCCC1)c1ccccc1	-3%	-1%	-0.1%	2%	-8%	1.8%[50 µM]	3%	1%	-0.2%
Cc1ccc(OCCCC(=O)Nc2nc3ccccc3[nH]2)cc1	-8%	-3%	0.3%	-2%	7%	0.3%	9%	4%	-0.4%
c1ccc(-c2nc(Sc3ncnc4c3cnn4-c3ccccc3)n[nH]2)cc1	6%	.	3.6%	.	6%	.	11%	-6%	5.9%
COc1ccc(Cl)cc1C(=O)N1CCN(Cc2ccc3c(c2)OCO3)CC1	0%	3%	0.8%	4%	-2%	0.2%	5%	-1%	-2.1%
CCOC(=O)C1=C(COC(=O)CCOc2ccccc2)NC(=O)NC1C (configuration not stated)	.	-3%	0.8%	11%	.	0.3%[50 µM]	.	.	.
CC(C)c1ccc(NC(=S)Nc2ccc(OC(F)(F)F)cc2)cc1	-16%	5%	-1.9%	-9%	2%	-0.1%	14%	-8%	-1.2%
C=CCNc1nc(N)c(C(=O)Nc2cc(C)on2)s1	-4%	1%	1.0%	23%	5%	0.1%	11%	1%	1.2%
O=C(COc1ccc(OCc2ccccc2)cc1)NC1CCOC1=O (configuration not stated)	5%	-2%	1.0%	10%	6%	0.2%	-3%	5%	-2.8%
CSCCC(NC(N)=O)C(=O)Nc1ccc(C)cc1 (configuration not stated)	6%	-4%	-2.0%	1%	10%	-2.5%	-3%	7%	-0.4%
COc1ccc2oc(C(=O)NC3(C)CCS(=O)(=O)C3)c(C)c2c1 (configuration not stated)	.	-1%	-0.9%	6%	.	0.6%[50 µM]	11%	5%	.
CCc1cc2c3c(c1)/C(=C1/SC(N)=NC1=O)C(=O)N3C(C)(C)C=C2C	-2%	-7%	-1.2%	5%	7%	0.0%	2%	2%	-4.1%	NS5 inhibitors pilot replicate=-5.5
COC(=O)c1ccccc1NC(=S)NC(=O)c1ccccc1	11%	-28%	3.0%	3%	-4%	-0.3%	-3%	6%	-0.1%
CC(=O)c1c(C)nc(-c2ccc(OCC(=O)Nc3ccc(F)cc3)cc2)n1O	4%	-11%	1.8%	9%	7%	0.1%	15%	-8%	3.2%
O=C(O/N=C(/c1ccccc1)c1ccncc1)c1ccc(F)cc1	8%	.	2.7%	.	-1%	.	2%	-4%	0.0%
O=C(NNC(=O)c1cc(Cl)nc2ccccc12)c1ccccc1F	.	-1%	1.3%	6%	.	2.5%[50 µM]	3%	-4%	.
CCOc1ccc(/C=N/NC(=O)c2ccccc2NC(=O)c2ccc(OC)cc2)cc1	-9%	1%	2.5%	-5%	-17%	1.9%	20%	15%	-1.5%
Cc1cc(-c2ccc(C)c(S(=O)(=O)Nc3cccc(CN4CCCC4)c3)c2)on1	-13%	-4%	-0.5%	0%	12%	0.4%	13%	-6%	-0.6%
N#C/C(=C(/O)COC(=O)c1ccc(C#N)cc1)c1nc2ccccc2s1	-5%	-1%	?	0%	8%	-0.4%	9%	-7%	23%
CC(C)(C)C(=O)NC(=S)N1CCOCC1	-4%	2%	1.7%	8%	10%	0.8%[50 µM]	4%	-3%	0.8%
O=C(O)CSCC(=O)Nc1ccc(C(=O)O)cc1	-6%	-3%	0.3%	8%	-3%	1.8%	-3%	-4%	-1.2%
COCCNC(=O)C1CCN(S(=O)(=O)c2ccccc2)CC1	9%	-7%	0.9%	1%	12%	1.7%	7%	-9%	-1.7%
CCN(CC)c1ccc(-c2c(C#N)c(N)nc(OC)c2C#N)cc1	0%	-6%	-0.2%	-1%	12%	0.5%	8%	0%	8.6%
COC(=O)c1c(-c2ccc(F)cc2)csc1NC(=O)c1ccco1	-10%	23%	14%	7%	8%	-0.5%	3%	-6%	-2.0%
Cc1cc(C(=O)CSc2ncccn2)c(C)n1Cc1ccco1	7%	-6%	5.4%	10%	4%	-0.7%	9%	-1%	-0.7%
O=C(NC1CCCCCC1)c1nc2ncccn2n1	13%	3%	0.7%	4%	14%	-0.6%	2%	-2%	-2.2%
COc1ccccc1-n1c(SCC(=O)Nc2cc(C)on2)nc2c([nH]c3ccccc32)c1=O	-1%	-10%	5.3%	3%	0%	0.1%	4%	0%	21%
Cc1cc(OC(F)F)ccc1NC(=O)Nc1ccc([N+](=O)[O-])cc1	-8%	-8%	7.0%	5%	2%	3.6%	-14%	28%	3.2%
C#CCOCCOCCOCCNc1nc(N2CCN(C(=O)[C@H]([C@@H](C)CC)n3cc([C@@H](N)Cc4ccc(O)cc4)nn3)CC2)nc(N2CCN(C(=O)[C@H](CCCCN)n3cc([C@@H](N)CO)nn3)CC2)n1	-10%	.	-0.2%	.	-1%	.	23%	11%	-0.9%
CCC[C@H](CN[C@@H](CNC)[C@H](C)CC)NCCc1cc(C(F)(F)F)cc(C(F)(F)F)c1	13%	-6%	-4.1%	7%	22%	6.4%	19%	20%	1.0%
Cc1nn(C)c(C(=O)NN)c1Cl	6%	.	0.9%	.	8%	.	-1%	5%	0.0%
NC(=O)Cc1ncc(C(F)(F)F)cc1Cl	12%	-9%	1.4%	5%	8%	-0.1%	0%	5%	2.1%
Cc1ccccc1OCC(=O)N/N=C/c1ccc(N2CCOCC2)o1	-4%	-7%	0.7%	-7%	-5%	0.1%	10%	-5%	-1.1%
CC(=O)N1CCC2(CC1)CC(=O)c1cc(OCC(=O)NCc3ccc(C)cc3)ccc1O2	1%	-7%	-1.3%	13%	-5%	5.0%	5%	8%	-2.1%
CCC(=O)c1ccc(OCC(O)Cn2nnc3ccccc32)cc1 (configuration not stated)	-6%	-7%	1.7%	5%	-4%	0.3%	6%	-5%	0.3%
Oc1ccccc1CN(Cc1ccco1)CC(O)COCc1ccc(Cl)cc1 (configuration not stated)	5%	-4%	2.4%	6%	15%	-1.9%	-4%	28%	-0.8%
CC(=O)c1cc(C#N)c(SCc2ccccc2C#N)nc1C	4%	3%	0.3%	-2%	-11%	2.9%	9%	0%	1.7%
Cc1ccc(C)c(OCC(=O)N2CCc3ccccc3C2)c1	-3%	-1%	2.4%	3%	-1%	2.8%[50 µM]	14%	-5%	-1.4%
CCCCCCSc1nnc2[nH]c(=O)cc(N)n12	-7%	-1%	?	5%	-3%	0.5%	4%	8%	1.2%
c1ccc(-c2ccc(-c3nc(-c4ccccn4)no3)cc2)cc1	2%	-2%	3.3%	5%	-5%	0.2%	11%	-16%	0.6%
CCc1ccc(/C=C\C(=O)N2CCCC2)cc1	.	10%	5.0%	11%	.	1.3%	7%	.	.
CCn1nc(C(=O)OCC(=O)Nc2nc(-c3ccc(OC)cc3)cs2)c2ccccc2c1=O	-6%	-10%	1.7%	4%	9%	0.3%	6%	8%	2.0%
CCCCCOc1ccc(C(=O)C(c2ccccc2)N2CCOCC2)cc1 (configuration not stated)	-10%	-9%	16%	4%	1%	1.4%	5%	3%	-0.1%
CN1CCN(c2nc3c(c(=O)[nH]c(=O)n3C)n2CC(N)=O)CC1	6%	-2%	1.8%	5%	-6%	0.1%	5%	3%	0.7%
